# KKLEB cytotox: CF airway cell cytotoxicity counter-screen; KKLEB CF airway cells viability, ATPlite luminescence, overnight; hits give low values; cells stimulated with P. aeruginosa culture filtrate; activity change (cytotoxicity), % at 5 µM; hit rate 0.36% among 360,000;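 active = corrected activity change at or below -50% at 5 µM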
# NR2E3 ag-1: NR2E3 (human) agonism | GST-NR2E3/biotin-RetCOR TR-FRET, 1536-well | inhibition of corepressor binding, % at 4.78 µM | hit rate 0.12% among 320,000 | AID 2300;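 active = percent inhibition above the cutoff of mean plus 3 SD of all tested compounds, set per screening campaign, cut at about 20% in these data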;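 also: 0% = DMSO wells and 100% = biotin wells as full block of FRET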
# Target sequence (Q9Y5X4 whole entry, looked up): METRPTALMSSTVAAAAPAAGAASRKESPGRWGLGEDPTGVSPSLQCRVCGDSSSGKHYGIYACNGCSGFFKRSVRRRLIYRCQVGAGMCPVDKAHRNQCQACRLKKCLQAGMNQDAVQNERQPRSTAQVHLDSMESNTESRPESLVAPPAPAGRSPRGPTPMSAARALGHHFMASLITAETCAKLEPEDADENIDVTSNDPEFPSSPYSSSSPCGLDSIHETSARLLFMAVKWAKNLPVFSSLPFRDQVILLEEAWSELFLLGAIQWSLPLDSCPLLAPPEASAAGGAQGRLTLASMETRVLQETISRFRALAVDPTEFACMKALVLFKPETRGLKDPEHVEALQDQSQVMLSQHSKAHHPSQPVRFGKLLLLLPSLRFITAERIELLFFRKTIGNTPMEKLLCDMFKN
#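 Assay system: NR2E3–RetCOR corepressor complex. Quantity: 1.35 nM GST-NR2E3. Buffer or medium: pH 7.5 Tris-based buffer. Reagent: biotinylated RetCOR corepressor at 7 nM final. Schedule: 5 h at 4 °C. Detection: TR-FRET, emission read at 617 and 671 nm. Replicates: one well per compound, singlicate testing.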
# HIF-2a inh: HIF-2a inhibition; 786-0 RCC cells HIF-2a reporter, luciferase luminescence, overnight; inhibition, % at 18.8 µM; hit rate 0.72% among 360,000; AID 624352;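 active = inhibition of the luminescence signal of 40% or more relative to plate controls, in a single-dose primary screen at 18.75 µM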
# TRPM1 prom inh: reduces MITF-dependent TRPM1 promoter luciferase signal; SK-MEL-5 TRPM1 promoter luciferase, 24 h; inhibition, % at 12.5 µM; hit rate 0.83% among 330,000;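 active = mean inhibition across replicates of 60% or more, whatever share of single replicates reaches that level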; also: values of inactives mirror those of a sister screen read the other way
# Peg3 promoter: inhibitors of Peg3 promoter. HeLa PEG-Prom luciferase reporter, luminescence, overnight. hit rate 1.7% among 360,000. inhibition, % at 20 µM. AID 588405;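 active = inhibition of at least 50% at 20 µM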
# TRAIL sens C8: sensitizes caspase-8 expressing cells to TRAIL; NB7+C8 cells + TRAIL, ATPlite viability luminescence; inhibition (viability loss, TRAIL sensitization), % at 10 µM; hit rate 1% among 360,000; AID 624354;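 active = compounds causing at least 50% loss of cell viability in the single-dose screen, relative to plate controls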
# NR2E3 ag-2: agonists of human NR2E3 nuclear receptor. CHO-S Gal4-NCOR/VP16-NR2E3 two-hybrid, luciferase. hit rate 0.35% among 360,000. inhibition of corepressor binding, % at 3.98 µM. AID 602229;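 active = inhibition above the mean of all tested compounds plus 3 SD, cut at about 70% in these data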;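 also: 0% = DMSO with NR2E3 transfected cells and 100% = cells lacking NR2E3 construct; higher means lower luciferase signal from less NR2E3 corepressor binding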
# Shn3 inh set2: reduces Shn3 3'UTR luciferase signal in osteoblasts; Clone20 osteoblast Shn3 3'UTR firefly luciferase, 24 h; inhibition, % at 12.5 µM; hit rate 0.52% among 360,000;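 active = mean inhibition of at least 75% with every replicate also reaching 75%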;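 also: 0% = median of neutral control wells and 100% = pilot-screen positive control compound; some compounds past the cut are filed as inactive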
# TWEAK Fn14 block: TWEAK-Fn14 signaling inhibition; hit rate 2% among 360,000; inhibition, % at 10 µM; TWEAK-stimulated Fn14 reporter cells, luciferase luminescence, 8 h; in the data active = inhibition above about 50%
# TROY NFkB inh: blocks TROY-dependent signaling in reporter cells. Q293 LMP1-TROYcd NF-kB luciferase reporter, 4 h. hit rate 0.98% among 360,000. inhibition, % at 10 µM;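 active = compounds whose plate-normalised and pattern-corrected inhibition of the luciferase reporter signal at the single screening dose is 50% or more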
# CF NFkB block: blocks PAF-induced NF-kB reporter in cystic fibrosis cells | inhibition, % at 5 µM | hit rate 0.86% among 360,000 | KKLEB NF-kB-GFP reporter, GFP fluorescence overnight | AID 588850;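 active = at least 50% inhibition at 5 µM, scaled per plate between neutral and stimulator controls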;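 also: PAF is a Pseudomonas aeruginosa culture filtrate used as stimulus; plate controls were PAF-stimulated DMSO wells for no effect and unstimulated DMSO wells for full effect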
# * hit, by the source's call; . = no result given. Not all compounds are listed (hit frequency here may not be typical).
SMILES,KKLEB cytotox,NR2E3 ag-1,HIF-2a inh,TRPM1 prom inh,Peg3 promoter,TRAIL sens C8,NR2E3 ag-2,Shn3 inh set2,TWEAK Fn14 block,TROY NFkB inh,CF NFkB block
CN(C)C1(CNC(=O)c2cccc(S(=O)(=O)NCc3ccccc3)c2)CCCCC1,5,0,7,-4,-8,-2,28,4,-10,0,-12
COc1cc(OC)c(NC(=O)CCNC(=O)Cn2cnc3ccccc3c2=O)cc1Cl,7,3,20,-2,10,1,13,4,-12,-4,-17
CC1CCN(C(=O)C2CCN(S(=O)(=O)c3ccc(-n4cnnn4)cc3)CC2)CC1,0,-4,14,4,15,-2,3,11,15,11,-3
COCCNc1nc(Cl)c(C#N)s1,2,0,11,10,7,-1,2,1,3,16,-2
O=C1CC(c2ccccc2)=C(c2ccccc2)C1,2,.,6,4,5,-9,3,-7,-1,0,7
O=C(NCc1ccco1)c1cnn2c(C(F)(F)F)cc(-c3ccco3)nc12,0,1,10,-2,3,-2,-19,6,13,-13,-22
CCC12C(=Nc3c(Cl)cccc31)C[C@@H]1CCN3C(=O)CCC[C@H]2[C@H]13 (stereo partly specified),-8,.,8,-16,1,3,-10,-3,-2,-16,3
CCn1c(SCC(=O)NCCc2ccc(F)cc2)nnc1-c1cccs1,-5,-2,13,17,19,11,-21,14,7,6,-6
COc1ccc(N(C)S(=O)(=O)c2cccc(C(=O)Nc3nc4ccccc4[nH]3)c2)cc1,1,-1,-42,1,13,1,-1,23,27,29,-8
Nc1ccc2nc(-c3cccnc3)[nH]c2c1,-3,-6,-35,-2,-22,-2,18,-20,-2,-9,12
CCNC1(C(N)=O)CCN(Cc2ccccc2)CC1,11,.,3,-2,-1,0,27,-9,29,8,-30
CC(=O)c1c(C)c(C)c2n1CCn1c(C)ccc1-2,-10,1,-43,10,-12,6,5,1,5,-10,14
CCOc1cc(N2CCOCC2)c(OCC)cc1NC(=O)c1ccc2ncsc2c1,3,1,-41,6,-12,-1,-59,-9,-29,-22,2
O=C(Cc1cccc2ccccc12)Nc1ccc(Br)cc1C(=O)O,3,4,-10,-2,17,12,-13,-3,17,36,0
CCOC(=O)CSc1nc2cc3c(cc2cc1C#N)OCCO3,7,4,-264,-60,-246,10,-90,1,26,57*,-2
CC(Oc1ccc2ccc(=O)oc2c1)C(=O)NCCCn1ccnc1 (stereo unspecified),-5,-2,5,4,16,3,-4,10,-6,6,16
CN(C(=O)Nc1ccc(Cl)cc1)n1cnc2ccccc2c1=O,6,-3,-37,.,-4,7,-20,-5,1,-49,-24
O=S(=O)(c1ccc2c(c1)oc1ccccc12)N1CCOCC1,-6,3,-1,-10,12,-10,13,16,-1,-18,8
CC(C)c1cccc(C(C)C)c1NC(=O)CNCC(O)c1ccccc1 (stereo unspecified),4,0,7,0,13,6,4,-2,8,-9,6
C=CCn1c(SCC(=O)Nc2cc(C)nn2-c2ccccc2)nnc1C1CCCCC1,5,2,4,7,6,-11,-1,11,5,8,-55

# By substructure, the compounds so far containing an NH in an aromatic ring (two)
SMILES,KKLEB cytotox,NR2E3 ag-1,HIF-2a inh,TRPM1 prom inh,Peg3 promoter,TRAIL sens C8,NR2E3 ag-2,Shn3 inh set2,TWEAK Fn14 block,TROY NFkB inh,CF NFkB block
COc1ccc(N(C)S(=O)(=O)c2cccc(C(=O)Nc3nc4ccccc4[nH]3)c2)cc1,1,-1,-42,1,13,1,-1,23,27,29,-8
Nc1ccc2nc(-c3cccnc3)[nH]c2c1,-3,-6,-35,-2,-22,-2,18,-20,-2,-9,12

# Three compounds already listed, sorted by their value in TRPM1 prom inh, descending.
smiles,NR2E3 ag-1,HIF-2a inh,TRPM1 prom inh,Peg3 promoter,NR2E3 ag-2,Shn3 inh set2,TWEAK Fn14 block,CF NFkB block
C=CCn1c(SCC(=O)Nc2cc(C)nn2-c2ccccc2)nnc1C1CCCCC1,2,4,7,6,-1,11,5,-55
CCOc1cc(N2CCOCC2)c(OCC)cc1NC(=O)c1ccc2ncsc2c1,1,-41,6,-12,-59,-9,-29,2
O=C(NCc1ccco1)c1cnn2c(C(F)(F)F)cc(-c3ccco3)nc12,1,10,-2,3,-19,6,13,-22

# Carrying on.
SMILES,KKLEB cytotox,NR2E3 ag-1,HIF-2a inh,TRPM1 prom inh,Peg3 promoter,TRAIL sens C8,NR2E3 ag-2,Shn3 inh set2,TWEAK Fn14 block,TROY NFkB inh,CF NFkB block
Cc1ccc(S(=O)(=O)N(CC(=O)Nc2ccccc2C(=O)O)c2ccc(Cl)cc2)cc1,9,3,14,13,15,-6,-13,-13,25,16,1
O=C(OC(C(=O)NCc1ccccc1)c1ccccc1F)c1ccco1 (stereo unspecified),0,0,-6,3,-23,-2,-42,-33,12,5,-4
Cc1ccc(OC(=O)c2ccccc2P(=O)(O)O)cc1,6,4,-21,11,-11,-5,-44,0,-11,-17,-9
C=CCN(c1ccc(F)cc1)S(=O)(=O)c1cc(C(=O)NC2CCC(O)CC2)ccc1Cl (stereo unspecified),-4,-2,-2,0,26,11,0,21,14,8,-4
Cc1ccc(N=Nc2ccc(O)c3ncccc23)cc1C,-7,0,-179,39,-79,35,-18,54,10,9,22
CCCS(=O)(=O)NC(=O)C1(C)CCN(C(=O)c2sccc2C)C1 (stereo unspecified),-12,.,11,.,-4,-1,-17,1,3,-21,-2
COc1ccc(Cc2nc(C(=O)Nc3ccc(Cl)cc3)cs2)cc1,-25,1,-136,9,-54,-2,-5,-27,29,-13,-1
CCC(=O)NC(=S)Nc1cccc(NC(=O)c2ccccc2C)c1,-27,3,18,-13,2,-5,-29,5,3,5,1
O=C(NC1CCCCC1)c1ccc(CNc2c(N3CCOCC3)c(=O)c2=O)cc1,4,2,8,13,19,-1,-8,-16,-9,-9,-2
CC1CCCCC1NC(=O)COC(=O)c1ccc(S(=O)(=O)N2CCOCC2)cc1 (stereo unspecified),6,5,12,2,16,-4,13,7,6,-11,-5
COc1cc(C(CCN2CCCC2)c2c(OC)cc(OC)c3c(C)cc(=O)oc23)cc(OC)c1OC (stereo unspecified),-18,-3,-2,.,5,-12,-2,3,2,-3,0
COc1ccc(N2CCN(Cc3nc(N)nc(N4CCCc5ccccc54)n3)CC2)cc1,4,-2,6,4,20,-9,-6,0,9,-4,13
CCn1c(C)nc([N+](=O)[O-])c1C(=O)O,3,6,11,14,0,8,-27,9,15,-6,-18
Cc1ccc(Cl)c(OCC(=O)NCC(c2cccs2)N2CCOCC2)c1 (stereo unspecified),-2,-6,-5,20,24,23,-31,27,7,-1,-2
CSCC(=O)N1CCCC(CO)(Cc2ccccc2C)C1 (stereo unspecified),-32,1,9,13,4,6,-8,-3,-1,14,1
CC(C)(C)c1ccc(Cn2cnc(-c3ccc([N+](=O)[O-])cc3)c2)cc1,-11,0,-197,-46,-176,1,-70,11,-18,-40,-1
Cc1ccc(NC(=O)CC(N)=S)cc1,2,-1,-5,9,1,-2,-32,-23,6,-10,-20
CC1CCCCC12NC(=O)N(CC(=O)Nc1ccc(N3CCOCC3)cc1)C2=O (stereo unspecified),2,-2,4,4,8,-16,-4,16,19,2,-8
OC1(c2ccc(Br)cc2)CCN(Cc2cccc(Br)c2)CC1,-8,3,13,11,6,-6,-12,4,-4,-1,-4
O=C(NN1CCOCC1)NC12CC3CC(CC(C3)C1)C2,-3,-4,13,4,-6,1,-24,-10,-6,19,12
CSCC[C@H](NC(=O)NCCc1ccc(F)cc1)C(=O)O,-1,0,9,-3,8,3,-5,4,5,11,11
COc1ccc(NC(=O)CN(C)C(=O)CCSc2ccc(F)cc2)cc1,-13,.,-3,3,14,-5,20,5,4,6,6
CC(C)(C)NC(=O)C(c1ccncc1)N(Cc1cccs1)C(=O)Cn1nnc(-c2ccc(F)cc2)n1 (stereo unspecified),-3,-2,15,46,22,-1,-10,7,2,9,-23
C=CCNc1ccc(F)c(F)c1N1CCCCCC1=O,-3,8,14,-12,1,4,23,7,26,3,-2
O=C1C=C(c2cccnc2)CCC1,3,6,5,3,4,-1,-6,10,1,8,-13
COc1ccc(C(C(=O)NCC2CCCO2)N(C(=O)CNC(=O)c2ccco2)c2cc(C)ccc2C)cc1OC (stereo unspecified),14,-1,5,-4,7,8,-5,16,9,-11,-11
c1ccc(-c2ccc(-c3nc(-c4cccnc4)no3)cc2)cc1,19,3,-292,-41,-215,39,-125,-68,25,21,-38
O=C(c1cc(-c2ccncc2)nc2ccc(Cl)cc12)N1CCN(C(=O)C2CCCO2)CC1 (stereo unspecified),0,-2,13,12,21,0,0,4,27,-23,-2
CCOc1cc(S(=O)(=O)N2CCC(C(N)=O)CC2)ccc1F,5,1,-6,-10,10,-8,-4,-6,3,5,14
CC1C(=O)N(Cc2cn(CC3CCCCC3)nn2)CCS(=O)(=O)N1Cc1ccc(-c2ccc(Cl)cc2)cc1 (stereo unspecified),-11,.,-102,.,31,28,59,72,24,32,16
Cc1cc(F)cc(-c2cc(C(=O)NCc3ccccc3)[nH]n2)c1,1,.,-112,.,-49,-1,6,-13,-1,-25,-3
CCn1c(C(=O)N2CCC(C(=O)NCc3ccc(OC)cc3)CC2)cc2sccc21,-11,2,6,13,-4,7,22,30,9,2,16
O=C(O)CCC(=O)Nc1sc2c(c1C(=O)Nc1cccc3ccccc13)CCCCC2,-11,-1,-71,17,-9,-4,-28,-15,-14,-23,12
O=C(c1ccco1)N1CCN(C(=O)N2CCOCC2)CC1,9,-1,22,-8,11,-3,0,5,5,-18,-9
Cc1nn(-c2ccccc2)c(C)c1C(=O)NCc1ccc(F)cc1,-7,2,12,2,0,1,5,9,10,7,-7
CCOc1ccccc1NC(=O)NC1CC2CCCC(C1)N2Cc1nnnn1CCc1ccccc1 (stereo unspecified),-10,-2,14,6,4,5,0,-16,16,-9,10
CN(C)S(=O)(=O)c1ccc(C(=O)NCc2ccccc2)cc1,-8,1,6,3,0,3,-5,-4,-2,-16,3
CCOc1ccc(CCNC(=O)COC(=O)c2cccnc2Cl)cc1OCC,7,0,9,2,-5,8,8,-3,-4,0,-7
CCCNC(=O)N(C)C[C@H]1Oc2ncc(Br)cc2C(=O)N([C@H](C)CO)C[C@H]1C,26,.,4,.,1,-4,-9,-3,-2,5,-20
O=C(O)CSC1CC(=O)N(c2cccc(Cl)c2)C1=O (stereo unspecified),-12,7,10,1,-3,-5,-18,-17,-11,-12,2
CCOC(=O)c1sc(N=NC2=C(O)CC(C)(C)CC2=O)c(C(=O)OCC)c1C,-2,0,-134,-52,-69,5,-18,1,-29,-4,-18
CCN(CC)C(=O)c1cccc(NC(=O)C2CCN(C(=O)c3cccs3)CC2)c1,5,.,7,13,6,-2,46,22,-13,-9,12
COc1ccc(C(=O)OCC(=O)N2CCN(S(=O)(=O)c3ccc(C)cc3)CC2)cc1[N+](=O)[O-],2,.,-6,9,15,8,-5,-77,1,10,-18
COc1ccc(S(=O)(=O)N2CCOC2CNC(=O)C(=O)NCCCN2CCCC2=O)cc1OC (stereo unspecified),-6,.,-14,.,2,-8,-13,-13,-2,-6,14
CCOc1cc(CNCc2ccncc2)cc(Br)c1OCc1ccc(F)cc1,-15,-1,7,3,20,22,19,78,41,30,-9
COc1ccc(CN2CCN(C(=O)Cn3ncn4cccc4c3=O)CC2)c(OC)c1OC,20,-1,9,3,2,13,17,15,-7,4,-29

# Screening results (PubChem)
